Source: PubChem BioAssay (National Center for Advancing Translational Sciences (NCATS))
TSHR antag – antagonists of human thyroid stimulating hormone receptor | P16473 | TSHR-expressing cells, TSH-stimulated cAMP HTRF, 2 h; active compounds read low | activity change, negative = inhibition, % at 11.5 µM | hit rate 0.2% among 330,000 | AID 504810;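 active = activity change below a set negative limit, meaning inhibition stronger than a set level, cut at about -70% in these data; inconclusive = activity change between two set negative limits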; note: % is set by controls: 0 for no effect and ±100 for the full control effect
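Read-out is FRET at 665 nm (cryptate excitation 337 nm) from a cryptate-tagged anti-cAMP antibody, competed by cell cAMP against cAMP-d2. Compounds are tested on freshly harvested TSHR cells challenged with 4nM TSH (EC80) for 2 hours at 37 deg C.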
AT treatment – potential ataxia-telangiectasia treatments restoring KAP-1 phosphorylation; Potency, µM (doses to about 57.5 µM), inactives show at the highest dose activation, hits mostly activators; hit rate 0.19% among 320,000; […] A-T fibroblasts, KAP-1 phosphorylation AlphaLISA; neocarzinostatin DNA damage 30 min before lysis; note: potency is the fitted concentration of half-maximal effect; % of control where 0% means no effect; nearly all actives have a fitted effect of over 45% in size
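hTERT-immortalized A-T patient fibroblasts ([…]), 500 cells/well in OPTI-MEM, 1% FBS, got compounds for 60 min, then NCS for 30 min at 37C. Lysates were then assayed for phospho-KAP-1 by AlphaLISA (anti-pKAP1 donor, anti-KAP1 acceptor beads), 6 hr at 25C.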
Eya2 phos inh – blocks the phosphatase activity of human Eya2. O00167. recombinant Eya2, OMFP fluorescence dephosphorylation (OMFP is methylfluorescein phosphate). Potency, µM (highest dose often 76.9 µM), inactives show at the highest dose activity, negative = inhibition, most hits filed as inhibitors. hit rate 0.006% among 330,000. AID 488837; note: potency is the fitted concentration of half-maximal effect; % is set by controls: 0 for no effect and ±100 for the full control effect
Target sequence (O00167 whole entry, looked up): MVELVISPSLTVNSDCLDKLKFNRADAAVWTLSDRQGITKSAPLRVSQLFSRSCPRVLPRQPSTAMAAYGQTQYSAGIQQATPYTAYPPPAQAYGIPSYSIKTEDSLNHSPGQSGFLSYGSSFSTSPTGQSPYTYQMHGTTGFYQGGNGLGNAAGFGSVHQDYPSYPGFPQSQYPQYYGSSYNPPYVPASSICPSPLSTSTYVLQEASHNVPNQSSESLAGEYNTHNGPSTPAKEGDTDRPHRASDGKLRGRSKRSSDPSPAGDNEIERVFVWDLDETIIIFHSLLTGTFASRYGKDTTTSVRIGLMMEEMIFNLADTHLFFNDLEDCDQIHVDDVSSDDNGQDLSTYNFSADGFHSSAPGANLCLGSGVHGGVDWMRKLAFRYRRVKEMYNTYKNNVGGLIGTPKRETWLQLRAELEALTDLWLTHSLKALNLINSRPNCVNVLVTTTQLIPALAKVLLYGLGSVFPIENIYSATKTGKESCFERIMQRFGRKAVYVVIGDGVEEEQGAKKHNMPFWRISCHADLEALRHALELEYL
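Eya2 protein (added as 0.2 uM solution) was preincubated with compound for 10 min at ambient temperature in 50 mM HEPES pH 7.5, 50 mM NaCl, 5 uM MgCl2, 0.05% BSA, 1 mM DTT. OMFP (added at 50 uM) then reacted 10 min; fluorescence read at 485/525 nm.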
Tb PFK inh – T. brucei PFK enzyme inhibition; T. brucei PFK, ADP-Glo luminescence; AID 485367; Potency, µM (highest dose often 57.5 µM), inactives show at the top dose activity, negative = inhibition, hits mostly inhibitors; hit rate 0.17% among 330,000; O15648;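 note: potency is the fitted concentration of half-maximal effect; 0% = uninhibited 1x PFK enzyme wells and -100% = no-enzyme wells; nearly all actives have a fitted effect of over 60% in size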
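Compounds were pin-transferred as a titration series up to 57 uM into substrate buffer (0.5 mM F6P, 0.1 mM ATP, pH 8.0), then 1.25 nM PFK was added and reactions ran 45 min before ADP-Glo detection.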
PTAP TSG101 blk – blocks PTAP/TSG101 interaction to inhibit HIV-1 budding; Q99816; Fluorescence polarization, FITC-PTAP peptide / Tsg101 binding; Potency, µM (doses to about 115 µM), inactives show at the top dose activity change, negative = inhibition, most hits filed as inhibitors; 340,000 tested, under 10 active; active = well fitted inhibition curve with a large enough effect in the main read-out, with a control signal flat, not every such curve was filed as active; inconclusive = small, poorly fitted or top-dose-only effect, or effect the other way, or a change in a side signal; inactive = no such curve, though single readings can be large or run the other way; note: potency is the fitted concentration of half-maximal effect; % of control where 0% means no effect
Target sequence (Q99816 whole entry, looked up): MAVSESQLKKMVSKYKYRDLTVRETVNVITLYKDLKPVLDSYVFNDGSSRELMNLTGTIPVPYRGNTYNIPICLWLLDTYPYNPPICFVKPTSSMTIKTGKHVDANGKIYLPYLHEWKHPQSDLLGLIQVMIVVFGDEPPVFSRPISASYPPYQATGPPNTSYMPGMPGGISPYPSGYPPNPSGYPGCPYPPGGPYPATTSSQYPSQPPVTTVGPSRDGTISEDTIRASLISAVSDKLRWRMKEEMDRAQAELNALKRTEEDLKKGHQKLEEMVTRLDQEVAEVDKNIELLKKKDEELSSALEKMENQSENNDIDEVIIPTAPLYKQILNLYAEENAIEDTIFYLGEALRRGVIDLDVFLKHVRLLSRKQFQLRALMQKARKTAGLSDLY
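FP read-out: FITC-PTAP peptide, 50 nM final, binding Tsg101 binding domain, 10 uM final; 20 min, r.t.; 10 mM HEPES pH 7.5, 0.15 M NaCl, 0.01% Tween 20, 3 mM EDTA, 0.1 mM TCEP.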
Integrin act MD – integrin-mediated muscular dystrophy alleviation activation | hit rate 0.064% among 350,000 | alpha7betagal myoblasts, beta-gal FDG fluorescence, 48 h | Potency, µM (highest dose often 38.3 µM), without a hit: at the highest dose activation, usual class: activators;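 note: potency is the fitted concentration of half-maximal effect; 100% = response of the positive control SU9516; nearly all actives have a fitted effect of over 60% in size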
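alpha7betagal+/- myoblasts (passage 13, 250/well) treated 48 h at 37C with compounds at 1:260 dilution of DMSO stock. Lysed, then beta-galactosidase activity read as FDG fluorescence (ex 480/em 540) after 30 min, with pre-read for autofluorescence.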
TCR act – activates T cell receptor signaling; primary human leukocytes, anti-CD3, IL-2 HTRF, 48 h; Potency, µM (highest dose often 9.22 µM), for inactives: at the highest dose activation of IL-2 secretion, actives largely listed as activators; 330,000 tested, under 10 active; AID 504894; note: % of control where 0% means no effect
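Using a-CD3 beads without co-stimulation, primary human leukocytes were exposed to compounds for 48 hr. An HTRF IL-2 kit measured the cytokine, with europium-to-d2 energy transfer producing emission at 665nm upon 320nm excitation.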
BCR signal inh – inhibitors of chronic active B-cell receptor signaling. ABC-DLBCL IkBa-CBG/CBR reporter, luminescence ratio, 4 h. Potency, µM (series often up to 46.1 µM), inactives show at the top dose ratio change, negative = lower green/red ratio, usual class: inhibitors. hit rate 0.05% among 340,000; active = well fitted inhibition curve with a large enough effect in the signal ratio, with a control signal flat, not every such curve was filed as active; inconclusive = small, poorly fitted or top-dose-only effect, or effect the other way, or a change in a side signal; the % refers to the signal ratio;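 note: potency is the fitted concentration of half-maximal effect; plate controls were basal doxycycline-induced cells for no effect and cells given 10 µM MG132 for full effect; MG132 reads +100%, hits lower the ratio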
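Doxycycline induced both beetle luciferases in TMD8 lymphoma cells; IKK-driven degradation limits the IkappaBalpha-fused green signal, while red luminescence normalises for cell number and nonspecific effects. Compounds tested up to 46 uM, 4 hrs.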
ELG1 repair inh – blocks ELG1-dependent DNA repair in HEK293T cells; HEK293T ELG1-luciferase reporter, luminescence, 16 h; DNA damage induced by 5-fluorouridine; Potency, µM (top dose mostly 46.1 µM), for inactives: at the highest dose activity change, negative = inhibition, actives largely listed as inhibitors; hit rate 2.3% among 330,000; AID 504467; note: potency is the fitted concentration of half-maximal effect; % is set by controls: 0 for no effect and ±100 for the full control effect; nearly all actives have a fitted effect of over 55% in size
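Overnight (16 hr) co-exposure of 2,000 cells/well to 5-fluorouridine and compound at 37 °C preceded detection. Luciferase was quantified via ONE-Glo luminescence; loss of signal denotes inhibition.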
Mito fusion act – inhibitors of mitochondrial division or activators of mitochondrial fusion; S. cerevisiae fusion-defective mutant growth rescue, CellTiterGlo 48 h; Potency, µM (series often up to 46.1 µM), for the others: top-dose growth rescue (activation), hits mostly activators; hit rate 0.23% among 320,000; AID 485298;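 note: potency is the fitted concentration of half-maximal effect; % of control where 0% means no effect; nearly all actives have a fitted effect of over 45% in size; temperature-sensitive fusion mutants such as fzo1-1 at 37 °C on non-fermentable ethanol glycerol medium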
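S. cerevisiae fusion-defective temperature-sensitive mutants (e.g. fzo1-1, mgm1-5) grown 48 h at 37C in YPEG (ethanol/glycerol non-fermentable) medium with 23 nl compound per well; growth rescue read as CellTiterGlo luminescence.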
S-ASM inh – human S-ASM enzyme inhibition. placental ASM, HMU-PC fluorogenic substrate, 60 min. Potency, µM (highest dose often 57.5 µM), for the others: top-dose activity change, negative = inhibition, usual class: inhibitors. hit rate 0.006% among 340,000. AID 504937; note: potency is the fitted concentration of half-maximal effect
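Human placenta-derived ASM preincubated with compound 10 min at room temperature, then reacted with 9 uM (final) fluorogenic HMU-PC substrate for 60 min at 37 C. Stop solution raises pH to 10; fluorescence read at Ex 386/Em 447 nm.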
* hit, by the source's call; ? = inconclusive; / = not tested or not shown; [ ] = another dose, or the depositor's remark. Unless noted, calls come from the whole dose curve; as a rule, active = well fitted curve in the direction sought with a large enough effect; inconclusive = small, poorly fitted or top-dose-only effect, or another doubt; inactive = no such curve, though single readings can be large; an effect the other way counts as inactive or inconclusive.

Start of the data: the first two compounds as a preview:
SMILES	TSHR antag	AT treatment	Eya2 phos inh	Tb PFK inh	PTAP TSG101 blk	Integrin act MD	TCR act	BCR signal inh	ELG1 repair inh	Mito fusion act	S-ASM inh
CN1CCN(Cc2nc3ccccc3c(=O)n2Cc2nc(-c3ccc([N+](=O)[O-])cc3)cs2)CC1	-6	-1%	-9%	4%	-9%	-51%[inhibitor]	0%[46.1 µM]	?	?	-9%	-4%
COc1ccc(/C=C/C(=O)ONC2=NCCCCC2)cc1OC	3	1%	-23%	-4%	-1%	-6%	-5%	?	-8%	-4%	-1%

This part in full, repeating the preview:
SMILES	TSHR antag	AT treatment	Eya2 phos inh	Tb PFK inh	PTAP TSG101 blk	Integrin act MD	TCR act	BCR signal inh	ELG1 repair inh	Mito fusion act	S-ASM inh
CN1CCN(Cc2nc3ccccc3c(=O)n2Cc2nc(-c3ccc([N+](=O)[O-])cc3)cs2)CC1	-6	-1%	-9%	4%	-9%	-51%[inhibitor]	0%[46.1 µM]	?	?	-9%	-4%
COc1ccc(/C=C/C(=O)ONC2=NCCCCC2)cc1OC	3	1%	-23%	-4%	-1%	-6%	-5%	?	-8%	-4%	-1%
CCCCOC(=O)C1=C(C)NC2(O)c3ccccc3C(=O)C12O (centres undefined)	-1	10%	27%	-6%	0%	-3%	1%	2%	-1%	-1%	-1%
O=C1CCC(C(=O)N2CCC(CCO)CC2)CN1Cc1ccc(Cl)cc1 (centres undefined)	-1	3%	6%	0%	-8%	-2%	1%	0%	7%	0%	-1%
N#C/C=C\Oc1ccc(Cl)cc1N	11	/	2%	-9%	-9%	-35%	8%	0%	?	-12%	5%
C=CCC1CCCCC12NC(=O)N(c1ccccc1)N2 (centres undefined)	2	8%	-7%	0%	-3%	0%	-1%	-15%	?	-4%	5%
CCCNC(=O)CN(C)C(=O)c1n[nH]c2ccccc12	8	0%	4%[15.4 µM]	1%	-2%	8%	-2%	2%	-2%	-1%	2%
CC(C)c1ccc(-c2c(C#N)c(N)nc(SCC(=O)N3CCCCCC3)c2C#N)cc1	9	/	2%	-2%	-5%	-4%	5%	23%	?	1%	2%
CC[n+]1c(/C=C/c2c[nH]c3ccccc23)ccc2cc(C)ccc21	-17	-6%	?	-2%	?	-68%[inhibitor]	5%	5%	?	-3%	?
CN(C1CCS(=O)(=O)C1)S(=O)C12CC3CC(CC(C3)C1)C2 (centres undefined)	-7	8%	0%	0%	-1%	13%	-2%[46.1 µM]	-1%	-8%	1%	3%
COc1ccccc1CNC(=O)COn1nnc2ccc(S(=O)(=O)N3CCOCC3)cc21	0	8%	8%	3%	-1%	-8%	-2%	-1%	-1%	-7%	3%
Cc1ccc(/C=C/C(=O)NC(=S)Nc2ccccc2C(=O)NC2CCCCC2)cc1	0	-3%	-8%	-1%	2%	-20%	2%	0%	5%	-6%	-7%
COC(=O)c1[nH]c2ccccc2c1NC(=O)CN1CCCCCC1	1	29%	-35%	3%	-5%	-55%[inhibitor]	-1%	0%	?	0%	-2%
CCc1c(C)nc2c(C#N)c(C)[nH]n2c1=O	3	2%	-16%	-2%	-3%	5%	12%	0%	1%	0%	1%
O=C(Cc1c(F)cccc1Cl)N(Cc1ccccc1)c1ccccn1	-6	0%	-4%	3%	1%	?	-4%	4%	-18%	1%	2%
OCCNNC(=S)NC1CC2C=CC1C2 (centres undefined)	3	7%	6%	-2%	0%	11%	-2%	1%	7%	2%	1%
Cc1ccc(NC(=O)NC(=O)COc2c(F)c(F)cc(F)c2F)c(C)c1	-2	3%	-16%	2%	1%	26%	5%	-1%	-1%	/	2%
CCOC(=O)/C=C1/N(C)c2ccccc2C1(C)C	3	6%	8%	1%	-2%	12%	2%	-2%	10%	-2%	0%
Cc1cc(C(=O)N/N=C/c2c(C)nn(-c3ccccc3)c2C)c(C)o1	14	8%	10%	-7%	5%	10%	-4%	?	?	-4%	0%
COc1ccc2c(c1)CCc1c(C(=O)N3CCOCC3)noc1-2	-13	7%	-6%	-2%	-8%	-7%	0%	?	?	3%	0%
O=C(CSc1ncnc2c1nnn2Cc1ccccc1F)NCC1CCCO1 (centres undefined)	3	-3%	-20%	3%	-2%	-30%	-5%	?	7%	-2%	0%
O=C(CSc1nnc(CN2CCCC2)n1-c1ccccc1)c1ccc2c(c1)OCO2	-4	-4%	0%	-2%	0%	-28%	-6%[46.1 µM]	-3%	6%	/	1%
COc1cc(C2SC(C)C(=O)N2CCc2ccccc2)cc(OC)c1OC (centres undefined)	-9	2%	5%	-6%	1%	0%	7%	?	-30%	-4%	-1%
COCn1ccnc1C(O)(c1ccc(OC)cc1)c1ccc(OC)cc1	4	-1%	4%	-1%	-3%	-19%	-2%[46.1 µM]	3%	-13%	-3%	3%
CCOC(=O)C(C)Sc1nc(-c2ccccc2)nc2ccccc12 (centres undefined)	34	27%	-3%	1%	1%	-1%	1%	17%	-12%	-8%	3%
O=C(NCc1nnc(SCC(=O)N2CCCc3ccccc32)o1)c1ccccc1F	3	1%	-13%	-3%	-4%	-8%	1%	-12%	-6%	-2%	-2%
COc1cc(C2c3c(oc4ccccc4c3=O)C(=O)N2Cc2ccncc2)ccc1O (centres undefined)	3	17%	4%	1%	-13%	13%	2%	-9%	?	-2%	4%
CCCC(C)CO (centres undefined)	14	3%	13%	-2%	3%	/	-3%	-4%	0%	-3%	2%
COc1ccc(C(Nc2ccc(S(=O)(=O)N3CCOCC3)cc2)C(=O)NCCC(C)C)cc1OC (centres undefined)	-14	-6%	8%	0%	-3%	?	-1%	4%	-7%	0%	-5%
CCCCn1nnnc1SCC(=O)Nc1ccc(F)cc1	-12	-5%	-18%	0%	-7%	2%	-1%	-10%	8%	6%	4%
COC(=O)c1sccc1-c1ccc(/C=N/OC(=O)c2ccccc2)o1	36	-10%	-19%	1%	-3%	12%	-3%	?	4%	2%	81%[activator]
Cc1ccc(Cl)c2sc(NC(=O)C3CC3)nc12	1	-1%	4%	2%	1%	2%	0%	?	-2%	3%	-3%
COCCCNC1=C(Cl)C(=O)c2ccccc2C1=O	2	-9%	0%	1%	-8%	-30%	-4%	20%	?	-1%	0%
O=C(Cc1ccc(Cl)cc1)NC(=S)Nc1ccccc1N1CCOCC1	-22	4%	-29%	0%	-4%	-21%	-1%[46.1 µM]	?	?	-15%	-3%
CC(=O)c1nn(-c2cccc(Br)c2)cc1C(=O)c1ccc2ccccc2c1	-1	5%	2%	-8%	0%	21%	-3%	1%	?	-5%	0%
Cc1ccc(S(=O)(=O)NC2OC(=O)C(Cl)=C2Cl)cc1 (centres undefined)	5	-4%	13%	6%	-13%	-13%	4%	?	14%	-2%	1%
Cc1cc(F)ccc1NC(=O)CCc1ccc(S(=O)(=O)N2CCOCC2)cc1	-8	6%	-3%	-5%	0%	-5%	8%	2%	-4%	1%	2%
CCOc1ccc(N2CC(NC(=O)c3ccc4ccccc4c3)CC2=O)cc1 (centres undefined)	10	4%	12%	4%	0%	4%	-4%	5%	9%	-1%	/
CCCn1nc(C(=O)OCC(=O)Nc2cccc(S(N)(=O)=O)c2)c2ccccc2c1=O	0	-4%	8%	-4%	-1%	?	-5%	-4%	4%	4%	5%
CCCCn1c(SCC(=O)Nc2ccccc2C(F)(F)F)nc2ccsc2c1=O	30	/	7%	0%	-4%	-12%	2%	3%	?	7%	-3%
Cn1/c(=N/N=C/c2ccc(N3CCOCC3)cc2)sc2ccccc21	-12	4%	-4%	-4%	2%	?	4%	-4%	?	-3%	-2%
CCOC(=O)C1=C(C)NC(C)=C(C(=O)OCC)C1C(=O)OCC(=O)N(CC)C1CCS(=O)(=O)C1 (centres undefined)	26	2%	-14%	-4%	2%	16%	7%	?	-9%	-11%	64%[activator]
